Screening results as filed in PubChem.
MCF10A rerep = DNA re-replication induction in MCF 10a cells; MCF 10A DNA re-replication, Hoechst nuclear intensity, 48 h; 2.9% of 350,000 active; Potency, µM (doses to about 46.1 µM), inactives show top-dose activity, positive = re-replication, actives largely listed as activators; note: potency is the fitted concentration of half-maximal effect; % of control where 0% means no effect; nearly all actives have a fitted effect of over 50% in size
S2 tox = viability counter-screen for ATXN expression inhibitors. S2 cells (HEK-293 line with an ATXN2-luciferase reporter) viability, CellTiter-Fluor protease fluorescence, 24 h. Potency, µM (series often up to 56.7 µM), usual class: cytotoxic. 0.49% of 400,000 active. AID 651635; note: potency is the fitted concentration of half-maximal effect; nearly all actives have a fitted effect of over 40% in size
HepG2 tox = counter-screen for TGF-b inhibitors: cytotoxicity in HepG2 cells | HepG2 CAGA-GFP viability, ATP luminescence, 18 h | Potency, µM (series often up to 46.1 µM), for inactives: at the top dose activity change, negative = cytotoxicity, most hits filed as cytotoxic | 0.76% of 410,000 active | AID 588856; note: potency is the fitted concentration of half-maximal effect; some results filed as inactive show a strong effect at the top dose
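HepG2 CAGA-GFP cells (1000/well, DMEM with 1% FBS) received compound, then TGF-beta at 500 pg/mL final, and were incubated 18 hours at 37 degrees C. Viability was read by CellTiter-Glo luminescence. Media-only wells were set as complete cell-killing and DMSO as no toxicity.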
IL1B secr inh = inflammasome signaling inhibition, IL-1 beta readout; 4.7% of 360,000 active; activity change, % at 57.5 µM; THP-1 LPS/ATP IL-1B secretion, AlphaLISA, 16 h; active compounds read low; in the data active = activity change below about -50%; inconclusive = mostly about -30% to -49%; note: % is set by controls: 0 for no effect and ±100 for the full control effect
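THP-1 cells pretreated 1 hr with compounds (up to 57.5 uM final), then stimulated with LPS (250 ng/mL final) plus ATP (1.25 mM final); secreted IL-1B measured by AlphaLISA after 16 hr, decreased signal indicating inhibition.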
Nrf2 inh = Nrf2 pathway inhibition | Potency, µM (top dose mostly 46 µM), inactives show at the highest dose activity change, negative = inhibition, usual class: inhibitors | A549 ARE-Fluc reporter, luciferase luminescence, 18-24 h | 2.1% of 360,000 active; note: potency is the fitted concentration of half-maximal effect; % is set by controls: 0 for no effect and ±100 for the full control effect; nearly all actives have a fitted effect of over 60% in size
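Reporter: ARE-Fluc in A549. Exposure: 18-24 h, 37 °C, 5% CO2, 5% FBS OPTI-MEM. Readouts: fluorescent cytotoxicity (CellTiter-Fluor), then luminescent Nrf2 signal after BugLite.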
ATXN2 expr inh = ATXN2 expression inhibition. HEK-293 ATXN2-luciferase reporter, luminescence, 24 h. Potency, µM (doses to about 57 µM), for inactives: at the top dose activity change, negative = inhibition, hits mostly inhibitors. 0.72% of 360,000 active. AID 1745845; note: potency is the fitted concentration of half-maximal effect; % is set by controls: 0 for no effect and ±100 for the full control effect; nearly all actives have a fitted effect of over 55% in size
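qHTS (up to 57 uM final) was run with 24 h compound exposure of reporter cells at 37 °C. Each well was multiplexed: SteadyGlo luminescence measured ATXN2-luciferase expression after a fluorogenic Gly-Phe-AFC viability readout (25 uM final).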
A549 tox = counter-screen for Nrf2 inhibitors: cytotoxicity in A549 cells; Potency, µM (doses to about 46 µM), for the others: top-dose activity change, negative = cytotoxicity, usual class: inhibitors; 0.16% of 390,000 active; A549 ARE-Fluc cells, CellTiter-Fluor viability, 18-24 h; note: potency is the fitted concentration of half-maximal effect; % is set by controls: 0 for no effect and ±100 for the full control effect
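Cytotoxicity counterscreen: CellTiter-Fluor fluorescence was measured in A549 ARE_Fluc cells after 18-24 h of compound exposure in a concentration series. The subsequent BugLite luminescent read reports ARE-luciferase activity.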
TGFb SMAD3 inh = blocks TGF-b signaling; HepG2 CAGA-GFP TGF-b/SMAD3 reporter, GFP fluorescence, 18 h; TGF-beta stimulated, 500 pg/mL final; Potency, µM (top dose mostly 46.1 µM), for inactives: top-dose activity, negative = inhibition, hits mostly inhibitors; 1.2% of 410,000 active; AID 588855; note: potency is the fitted concentration of half-maximal effect; % is set by controls: 0 for no effect and ±100 for the full control effect; nearly all actives have a fitted effect of over 65% in size
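First, reporter cells (HEPG2 CAGA-GFP) rested 2 h at 37 degrees C. Next, compounds were pinned in and TGF-beta added to 500 pg/mL final. After 18 h, GFP was imaged per cell and summed per well.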
Nrf2 ARE act = Nrf2 pathway activation; Potency, µM (series often up to 46.1 µM), for the others: top-dose activation, hits mostly activators; AID 624171; 0.31% of 410,000 active; AREc32 ARE-luciferase reporter (MCF7-derived line), luminescence, 24 h; note: potency is the fitted concentration of half-maximal effect; % of control where 0% means no effect; nearly all actives have a fitted effect of over 65% in size
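Steps: seed AREc32_Fluc cells (1000/well, 5% FBS OPTI-MEM); incubate overnight at 37 deg C; add 23 nL compound; incubate 24 hr; add Steady-Glo; hold 30 min RT; read luminescence.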
* marks the source's active call; other numbers are inactive results; i = inactive; ? = inconclusive; · = no result given; & = joins results of further samples; ! = not confirmed by another sample; [ ] = remark or other dose. Unless noted, calls come from the whole dose curve; as a rule, active = well fitted curve in the direction sought with a large enough effect; inconclusive = small, poorly fitted or top-dose-only effect, or another doubt; inactive = no such curve, though single readings can be large; an effect the other way counts as inactive or inconclusive. Random draw from the library; any-hit rate near 8.8%.

SMILES | MCF10A rerep | S2 tox | HepG2 tox | IL1B secr inh | Nrf2 inh | ATXN2 expr inh | A549 tox | TGFb SMAD3 inh | Nrf2 ARE act
COc1ccc(CCNC(=O)Nc2nnc([C@@H]3C[C@H](O)[C@@H](CO)O3)s2)cc1OC | · | i | 6% | 14 | · | 2% | · | 14% | -0.8%
O=S(=O)(c1ccc(Cl)cc1)c1nc(-c2ccccc2)oc1N1CCN(c2ccccc2)CC1 | · | i | -3% | · | 24% | -4% | -2% | -53% | 0.6%
Cc1ccc(CNc2ncnc3nc[nH]c23)cc1 | · | · | -1% | · | 8% | · | 0% | 10% | ·
CCN1C(=O)/C(=C2/C=Cc3ccccc3N2C)OC1=S | -5% | ? | -21% | -3 | ? | -23% | -8% | 0% | 20%
Cc1cccc(NC(=O)c2ccc(NCC3CCCO3)c([N+](=O)[O-])c2)c1 (stereo unspecified) | -5% | i | 0% | -25 | 1% | 1% | -12% | 7% | 0.0%
COc1ccc(CN(C)C2CCCCC2)cc1 | -8% | i | -18% | -8 | · | 9% | -1% | -5% | -0.8%
O=C(O)c1ccc(Cn2cnc3c(=O)[nH]cnc32)cc1 | 0% | i | 4% | 14 | 10% | -1% | 2% | ? | -0.5%
Cc1ccc(S(=O)(=O)c2ncccc2[N+](=O)[O-])cc1 | 5.8µM* | 5µM* | -12% | -102* | -26% | · | -3% | 2.5µM* | 0.5%
CSCCC(NC(=O)c1cccc(C)c1)C(=O)OCC(=O)Nc1c(C)nn(-c2ccccc2)c1C (stereo unspecified) | -25% | i | -3% | 33 | 2% | -7% | 11% | -20% | -0.1%
COC(=O)c1sc2cc(=O)n(-c3cccc(C(F)(F)F)c3)nc2c1O | -8% | i | 2% | 9 | 0% | -13%[11.3 µM] | -1% | -4% | 4.8%
O=C(Nc1ccccc1C(=O)Nc1ccc2c(c1)OCO2)c1ccco1 | ? | i | -23% | ? | -8% | 3% | -4% | 2% | 1.3%
CCO/C(C)=C1\N=C(c2ccc(Cl)cc2)OC1=O | 8% | i | 7% | 17 | 4% | 1% | 4% | 8% | 0.0%
Cn1cc(C(=O)N/N=C/c2cccc(O)c2)ccc1=O | -4% | i | 2% | 5 | 1% | -1% | -2% | -8% | 1.3%
CCc1ccc(NC(=O)Cn2nnc(C(=O)NCCc3ccccc3)c2N)cc1 | · | i | -8% | · | 10% | -2% | -1% | 6% | -0.7%
CCOC(=O)N1CCC(NC(=O)c2ccc(OC)c(CN3CC(=O)N4CCCC4C3=O)c2)CC1 (stereo unspecified) | 3% | i | -13% | -11 | 28% | -1% | -3% | -14% | -0.6%
CC(=O)c1cccc(N2Cc3ccccc3C2=NC(=O)CCl)c1 | ? | ? | -8% | -6 | ? | ? | -17% | -11% | ?
Cc1ccc(-c2nnc(NC(=O)Cc3ccc(F)cc3)o2)c(C)c1 | 4% | i | -1% | -13 | 1% | · | -2% | 0% | -0.9%
O=C(CSc1nccc(=O)[nH]1)Nc1ccc(Oc2ccccc2)cc1 | 0% | i | 11% | 0 | -17% | -18% | -4% | -2% | -1.0%
CCn1nc(C(=O)NNC(=O)COc2ccc(OC)cc2)c2ccccc2c1=O | -3% | i | -4% | 21 | ? | 5% | -9% | 14% | 2.1%
CCOC(=O)c1ccccc1NC(=O)N1CCC(CN2CCOCC2)CC1 | · | · | 3% | · | -7% | · | 0% | 20% | 0.7%
COc1ccc(NC(=O)C/C(C)=N/NC(=O)C(=O)NC2CCCCC2)c(OC)c1 | 14% | i | -12% | 9 | 5% | 3% | 2% | -7% | 0.1%
Cc1ccc2c(cnn2C(=O)CCC(=O)N2CCCCC2C)c1 (stereo unspecified) | 13% | i | -19% | 15 | 19% | -1% | -3% | 3% | 0.0%
Cc1ccc(S(=O)(=O)Nc2cccc(C(=O)NCC(c3ccco3)N3CCCC3)c2)cc1F (stereo unspecified) | 21% | i | 1% | -27 | -15% | -22% | -2% | 2% | 4.1%
CCC(C)NC(=O)CN1C(=O)CSc2ccc(S(=O)(=O)N3CCCC3)cc21 (stereo unspecified) | -1% | i | -2% | -1 | -10% | 7% | -1% | -4% | -0.2%
CCn1cc(CCC(=O)NCCc2ccccc2)c2ccccc21 | 6% | i | 9% | -3 | 23% | -7% | -11% | -3% | 0.5%

4 records drawn at random from those above, as already listed:
SMILES | MCF10A rerep | S2 tox | HepG2 tox | IL1B secr inh | Nrf2 inh | ATXN2 expr inh | A549 tox | TGFb SMAD3 inh | Nrf2 ARE act
CSCCC(NC(=O)c1cccc(C)c1)C(=O)OCC(=O)Nc1c(C)nn(-c2ccccc2)c1C (stereo unspecified) | -25% | i | -3% | 33 | 2% | -7% | 11% | -20% | -0.1%
Cc1ccc(CNc2ncnc3nc[nH]c23)cc1 | · | · | -1% | · | 8% | · | 0% | 10% | ·
COC(=O)c1sc2cc(=O)n(-c3cccc(C(F)(F)F)c3)nc2c1O | -8% | i | 2% | 9 | 0% | -13%[11.3 µM] | -1% | -4% | 4.8%
CC(=O)c1cccc(N2Cc3ccccc3C2=NC(=O)CCl)c1 | ? | ? | -8% | -6 | ? | ? | -17% | -11% | ?

Next compounds:
SMILES | MCF10A rerep | S2 tox | HepG2 tox | IL1B secr inh | Nrf2 inh | ATXN2 expr inh | A549 tox | TGFb SMAD3 inh | Nrf2 ARE act
CC(C)(C)N1C(=O)[C@H]2[C@@H](c3ccc(Br)cc3)N3C(=O)N(c4cccc(Cl)c4)C(=O)[C@@]3(C)[C@H]2C1=O | -6% | i | -10% | -24 | ? | -9% | -6% | ? | 0.4%
CCCc1nnc(NC(=O)CCC(=O)NC2CCCCC2)s1 | 2% | ? | -10% | 0 | -9% | · | 2% | 7% | 0.5%
Cc1ccc2cc(CCNS(=O)(=O)c3ccc(F)cc3)c(=O)[nH]c2c1 | -6% | i | -16% | -3 | 2% | 1% | 1% | 5% | -0.7%
O=C(NC1CCN(C(=S)Nc2ccccc2Cl)CC1)C1CCCCC1 | 3% | i | 3% | 27 | 2% | -13% | 1% | 2% | -0.1%
Cn1c(SCC(=O)Nc2ccc(N3CCOCC3)cc2)nnc1-c1ccccc1 | 2% | i | -3% | -13 | 0% | 6% | 2% | 0% | 0.0%
CC(=O)Nc1ccc(C(=O)OCC(=O)c2cccc([N+](=O)[O-])c2)cc1 | -5% | i | -17% | 28 | -5% | 0% | 0% | -7% | -0.7%
Cc1c(C(=O)N2CCC(C)(C(=O)NS(=O)(=O)C3CC3)C2)oc2ccccc12 (stereo unspecified) | · | i | 1% | 20 | · | -7% | · | -1% | -0.4%
CC(C)c1ccc2c(c1)CC[C@H]1[C@](C)(CN)CCC[C@]21C | 4% | i | -111%&-27% | -109*! | ? | ? | 5%&4% | ? | -0.9%&3.5%
C[C@@H]1O[C@@H](O[C@H]2[C@H](O[C@H]3C[C@]4(C)C(C[C@@H](O)C5C([C@]6(C)CC[C@@H](C(C)(C)O)O6)CC[C@]54C)[C@@]4(C)CC[C@H](O)C(C)(C)C34)O[C@H](CO)[C@@H](O)[C@@H]2O)[C@H](O)[C@H](O)[C@H]1O (stereo partly specified) | -20% | i | -12% | -6 | 11% | 0% | -1% | -10% | -1.0%
Cc1nnnn1/C(=C\c1ccccc1)C(=O)OCC(=O)Nc1cccc(S(=O)(=O)N(C)C)c1 | ? | ? | -105% | 0 | ? | -28% | -5% | ? | 5.6%
CCC1=C(OC(=O)N(CC)CC)N2C(=O)OC(=NCCc3c[nH]c4ccccc34)[C@]2(C)[C@H]2C1=CC[C@H]1C(=O)N(C)C(=O)[C@H]12 | -4% | i | 7% | 1 | -10% | 3% | -11% | -1% | -0.7%
Cc1ccc(S(=O)(=O)NCCCCCC(=O)Nc2ccccn2)cc1 | 0% | i | 0% | -2 | · | -4% | 13% | -11% | 2.3%
CCc1c(C)nc(N2CCN(Cc3ccccc3)CC2)[nH]c1=O | -4% | i | -37% | 2 | -16% | 7% | -1% | 12% | -0.5%
C=CCC1CCC/C(=N\NS(=O)(=O)c2ccc(C)cc2)C1 (stereo unspecified) | ? | i | -18% | 5 | 25% | 0% | 20% | -5% | 0.2%
Cc1ccc(OCCn2nnc3sc4c(c3c2=O)CCC(C(C)(C)C)C4)cc1 (stereo unspecified) | · | i | 4% | · | 5% | 3% | 2% | 1% | 0.3%
CCCOc1ccc(-c2nc(C#N)c(N3CCN(C)CC3)o2)cc1 | -6% | i | -21% | ? | -7% | 1% | -2% | 24% | -0.3%
O=C(CCSCCc1ccccn1)Nc1ccc(Cc2ccncc2)cc1 | 9% | i | -10% | 1 | -7% | 1% | -4% | -22% | -0.1%
O=S(=O)(NC1CCCC1)c1ccc(S(=O)(=O)N2CCCN(Cc3ccccc3)C2)cc1 | ? | i | -36% | 3 | -7% | -8% | -4% | 28% | -0.2%
COc1ccc(S(=O)(=O)NCCc2cn3cccc(C)c3n2)cc1OC | 15% | i | -2% | -3 | 5% | 2% | 8% | -8% | -1.1%
Cc1c(NS(=O)(=O)c2cccc(C(=O)O)c2)c(=O)n(-c2ccccc2)n1C | 6% | i | -5%&14% | 1 | ? | 5% | -7%&-8% | -1%&-1% | -0.7%&-0.6%
Cc1cccc(C)c1OC(=O)CSc1nnc(-c2ccccc2O)o1 | 18µM* | i | -87% | -15 | · | -24% | 6% | -6% | -0.5%
CCCNC(=O)c1cc(C2CCCN(C(=O)C3CCCCC3)C2)on1 (stereo unspecified) | · | i | 4% | 31 | · | 18% | · | 6% | 1.3%
CCC(C)NC(=O)C1(C)CCC(=O)N1CCc1ccc(OC)c(OC)c1 (stereo unspecified) | 1% | i | -1% | -12 | -3% | 5% | -8% | 1% | 0.1%
O=C(CNCc1ccc(F)cc1)Nc1cc(S(=O)(=O)N2CCOCC2)ccc1Cl | -1% | i | 1% | 0 | ? | -15% | -5% | -1% | -0.4%
CC(=O)Nc1cc(-c2ccc(CO)cc2)cn2c(-c3ccc(F)cc3)cnc12 | · | i | -26% | ? | · | 4% | · | 1% | 14%
